Screens from PubChem BioAssay.
GPR151 ag: activators of human GPR151, primary screen, cell-based, PathHunter beta-arrestin, luminescence. G-protein coupled receptor 151 (Homo sapiens), Q8TDV0. PathHunter beta-arrestin GPR151 cells. activation, % at 11.2 µM. hit rate 1% among 650,000. AID 1508602, 2020; in the data active means activation above about 4.9%;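 further: 0% = median of compound wells and 100% = cells with positive control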
Target sequence (Q8TDV0 whole entry, looked up): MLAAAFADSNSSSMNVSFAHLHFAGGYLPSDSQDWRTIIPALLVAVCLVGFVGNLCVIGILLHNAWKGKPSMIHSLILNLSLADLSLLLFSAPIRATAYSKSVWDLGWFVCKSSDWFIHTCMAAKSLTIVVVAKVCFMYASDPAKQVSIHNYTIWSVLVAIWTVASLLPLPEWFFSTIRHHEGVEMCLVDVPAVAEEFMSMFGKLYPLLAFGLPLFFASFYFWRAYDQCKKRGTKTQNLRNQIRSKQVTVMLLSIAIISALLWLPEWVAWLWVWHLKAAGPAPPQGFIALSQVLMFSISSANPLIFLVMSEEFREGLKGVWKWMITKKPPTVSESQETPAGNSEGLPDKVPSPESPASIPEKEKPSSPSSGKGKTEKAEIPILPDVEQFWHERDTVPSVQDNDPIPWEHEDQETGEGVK
MITF primary: MITF inhibitors, primary screen, biochemical, AlphaScreen, human; AID 1259374, 2018; Microphthalmia-associated transcription factor (Homo sapiens), O75030; inhibition, % at 2.6 µM; hit rate 0.91% among 650,000; AlphaScreen MITF homodimerization, bead proximity signal; in the data active means inhibition above about 50%;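 further: 0% = vehicle wells with protein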
FBW7 activator: FBW7 E3 ligase activators, primary screen, biochemical, AlphaScreen, human. F-box/WD repeat-containing protein 7 (Homo sapiens), Q969H0. AlphaScreen FBW7–phospho-cyclin E peptide binding, activator screen. normalized activity (activation), % at 26.1 µM. hit rate 0.13% among 650,000. AID 1259310, 2017; in the data active means normalized activity above about 1.9%;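 further: purified mutant Fbw7 with reduced substrate affinity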
Target sequence (Q969H0 whole entry, looked up): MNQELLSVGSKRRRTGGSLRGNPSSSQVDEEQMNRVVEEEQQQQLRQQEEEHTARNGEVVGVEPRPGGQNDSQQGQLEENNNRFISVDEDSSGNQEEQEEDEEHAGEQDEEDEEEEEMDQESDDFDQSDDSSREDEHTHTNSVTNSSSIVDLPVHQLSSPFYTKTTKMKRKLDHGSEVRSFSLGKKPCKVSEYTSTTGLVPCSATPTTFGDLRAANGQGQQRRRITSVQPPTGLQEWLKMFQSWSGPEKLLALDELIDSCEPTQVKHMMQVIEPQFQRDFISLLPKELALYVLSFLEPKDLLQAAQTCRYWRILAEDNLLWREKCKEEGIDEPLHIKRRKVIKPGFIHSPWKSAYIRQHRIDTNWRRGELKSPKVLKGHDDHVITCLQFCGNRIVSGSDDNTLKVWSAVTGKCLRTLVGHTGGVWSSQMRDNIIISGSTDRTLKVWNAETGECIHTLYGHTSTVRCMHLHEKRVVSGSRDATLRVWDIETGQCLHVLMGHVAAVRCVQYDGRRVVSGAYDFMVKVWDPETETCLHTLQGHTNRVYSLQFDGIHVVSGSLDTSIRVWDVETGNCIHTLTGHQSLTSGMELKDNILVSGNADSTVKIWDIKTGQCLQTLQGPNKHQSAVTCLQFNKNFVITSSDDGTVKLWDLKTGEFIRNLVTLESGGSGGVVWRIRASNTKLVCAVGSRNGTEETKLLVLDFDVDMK
TEAD-YAP inh: TEAD-YAP interaction inhibition, primary screen, TEAD-YAP interaction inhibitor project, luminescence, HEK-TIYL cells; inhibition, % at 9.12 µM; hit rate 1.4% among 640,000; AID 1259422, 2018; TEAD-Gal4/YAP UAS-luciferase luminescence; in the data active means inhibition above about 32%;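 further: 0% = median of test compound wells and 100% = reference inhibitor wells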
An asterisk follows results filed as active. This is a random part of the collection; about 3.5% have a hit in one of these screens.

SMILES	GPR151 ag	MITF primary	FBW7 activator	TEAD-YAP inh
COCCN(C(=S)Nc1ccc(F)c(Cl)c1)C(C)c1cccnc1 (centres undefined)	2.3	-4	-0.1	-5
COC(=O)c1ccc(OC(=O)COC(=O)CN2C(=O)c3cccc([N+](=O)[O-])c3C2=O)cc1	-0.1	15	0.1	5
COC(=O)c1ccc(C)c(NC(=O)c2[nH]c(C)c(C(C)=O)c2C)c1	-1.1	1	0.5	-1
COC(=O)c1c(C)c(C)[nH]c(=O)c1C#N	-1.0	-3	-0.2	3
Cc1ccc(N=Cc2nc(-c3cccc4ccccc34)oc2O)c(C)c1	-1.4	-5	0.1	-6
Cc1ccc(-n2ncc3c(Nc4ccc(Cl)cc4)ncnc32)c(C)c1	2.3	-5	0.0	-34
COc1ccc(OC)c(C(=O)N2CCOc3ccc(C(C)(O)CN(C)C)cc3C2)c1 (centres undefined)	-1.0	19	-0.1	-6
CCSCCOC(=O)C1=C(C)NC2=C(C(=O)CCC2)C1c1ccc2c(c1)OCO2 (centres undefined)	-0.5	0	-0.3	-3
COc1ccc(C)cc1NC(=O)NNC(=O)c1ccoc1C	2.1	15	0.6	-21
O=C(Cc1ccc(N2CCC(NC3Cc4ccccc4C3)CC2)cc1)N1CCC(O)CC1	-1.2	-9	0.1	-6
O=C(CNC1CC1)N1CCCc2ccccc21	1.6	28	-0.1	8
CNc1nc(C)nc(N/N=C/c2ccccc2)n1	0.1	-2	-0.5	-19
CCOc1cc2c(cc1/C=C1/SC(=O)N(C(C)C)C1=O)OCO2	-0.6	6	0.0	5
COc1cc(C(Nc2cc(C)on2)c2c(C)[nH]c3ccccc23)cc(OC)c1OC (centres undefined)	-0.9	9	-0.1	-9
COc1cccc(CN2CCNC(=O)C2CC(=O)NCCc2ccccn2)c1 (centres undefined)	0.0	-9	-0.2	-5
CC1(C)CC(=O)C2=C(C1)OC(N)=C(C#N)C21C(=O)Nc2ccc(Cl)cc21 (centres undefined)	2.0	8	0.0	8
O=C(NCC1CCC2(CCN(Cc3cc4ccccc4o3)CC2)O1)c1ccccc1 (centres undefined)	0.4	5	-0.1	-4
CN(Cc1ccno1)C(=O)CC1C(=O)NCCN1Cc1ccoc1 (centres undefined)	1.4	-4	0.1	-7
CCn1c2c(=O)ssc2c2ssc(=O)c21	-0.8	5	-0.1	10
CN(c1ccc(Cl)cc1)S(=O)(=O)c1ccc2[nH]cc(C(=O)NC3CCCCCC3)c(=O)c2c1	0.0	3	0.0	-8
CCOC(=O)C1CCN(c2c(NCc3ccc(C(=O)NC(C)CC)cc3)c(=O)c2=O)CC1 (centres undefined)	0.0	-7	0.1	-2
COc1ccc2c(c1)CC(C(=O)Nc1ccc(-c3cn[nH]c3C)cc1OCCN1CCCC1)CO2 (centres undefined)	-0.4	-5	-0.4	-3
O=C(Cn1ncc2c(=O)oc3ccccc3c21)N1CCc2ccccc2C1	0.0	-5	0.2	0
CC1(/[N+]([O-])=C/c2ccc(F)cc2)CCCCC1=O (centres undefined)	0.5	5	-0.2	3
CC(=O)Nc1ccc(NCc2nnc3n2CCCCC3)cc1	1.4	3	0.0	5
SMILES	GPR151 ag	MITF primary	FBW7 activator	TEAD-YAP inh
C=C(Br)CSc1nc2ccccc2[nH]1	-0.7	-5	0.0	-26
O=C(C[n+]1csc2ccccc21)N1CCOCC1	1.6	-1	-1.0	12
O=C(Nc1sc2c(c1C(=O)NCc1cccnc1)CCCC2)c1ccc(Cl)cc1	-1.1	11	-0.1	2
O=C(Nc1ccc(Cl)cc1)Oc1cccc(N2CCCC2=O)c1	1.6	11	0.0	-4
Cc1ccc(C(=O)OC2CCOC2=O)s1 (centres undefined)	-1.5	9	0.1	13
CC1=C(C(=O)OCCOc2ccccc2)C(c2ccc(Br)cc2)C2=C(CC(C)(C)CC2=O)N1 (centres undefined)	-0.7	-3	-0.2	-3
CCOc1ccc(CCNS(=O)(=O)c2cc(-c3nnc(Nc4ccccc4)c4ccccc34)ccc2C)cc1OCC	0.9	2	0.4	13
CCOc1cc(/C=C2\SC(N)=NC2=O)cc(I)c1O	-0.1	-1	-0.3	12
CCSc1nnc(COc2ccc(C(C)(C)C)cc2)o1	-1.3	14	1.2	-3
CCc1ccccc1-n1c(SC(CC)C(=O)N2CCOCC2)nc2n[nH]c(C)c2c1=N (centres undefined)	0.8	-16	-0.1	-4
CN(C)S(=O)(=O)c1cc(N)ccc1Cl	3.9	3	-0.1	-5
Cc1ccc(S(=O)(=O)NC(C)C2C3CC4CC(C3)CC2C4)c(C)c1 (centres undefined)	-0.4	15	0.1	0
CCOc1ccc(/C=N/NC(=O)CNc2cccc(C)c2)cc1	0.3	-9	-0.1	8
COCCn1c(=O)n(CC(=O)N2CCc3ccccc32)c2cccnc21	-0.8	16	0.1	4
COc1ccc(/C=C(/C#N)c2nc(-c3ccc(-c4ccccc4)cc3)cs2)cc1	-0.8	9	0.0	6
O=C1c2ccccc2-c2n[nH]c(=O)c3ccc(N4CCOCC4)c1c23	0.7	-1	0.0	-5
Cc1cc2cc(CNS(=O)(=O)c3ccc4ccccc4c3)ccc2[nH]1	-0.8	3	0.0	-15
O=C(COc1cc(=O)n2ccccc2n1)NC1CCCCC1	0.2	2	-0.1	-1
COc1ccc(Nc2nc(C)nc3sc(C)c(C)c23)cc1OC	-1.3	14	-0.1	9
NC1=NC(=O)C(CC(=O)Nc2ccc(Oc3ccc(Cl)cc3)cc2)S1 (centres undefined)	-1.1	7	0.5	13
CC(C)n1c(N2CCOCC2)nc2c(Nc3ccc(N4CCOCC4)cc3)ncnc21	-1.4	16	0.3	-8
Cn1c2c(c(=O)n(C)c1=O)C(c1ccc(OC(=O)c3ccc(Cl)cc3)cc1)C1=C(N2)c2ccccc2C1=O (centres undefined)	-0.2	45	0.8	7
Cc1ccc(-c2csc(NC(=O)c3ccc(Oc4ccccc4)cc3)n2)o1	-0.7	19	-0.2	-5
N#CC(C(=O)CN1CCc2ccccc2C1)c1ccccc1 (centres undefined)	0.4	1	-0.2	-6
COc1ccc(S(=O)(=O)NCC2CCCN(C(=O)C=C(C)C)C2)cc1 (centres undefined)	0.4	6	0.3	17
SMILES	GPR151 ag	MITF primary	FBW7 activator	TEAD-YAP inh
O=C(CSc1nc(C2CC2)nc2ccccc12)Nc1ccccc1N1CCOCC1	-0.3	27	0.2	-10
CC(=O)Nc1ccc(NC(=O)C(=O)NCC2CCCO2)cc1 (centres undefined)	1.2	0	0.0	3
CCOC(=O)CSc1nnc2n(-c3cccc(OC)c3)c(=O)c3c(n12)-c1ccccc1CC31CCCCC1	1.2	-1	-0.2	-4
COC(=O)c1ccc(OC(=O)c2ccc(F)cc2)c(OC)c1	2.0	3	0.2	-3
CCn1cnc2scc(-c3ccc(C)cc3)c2c1=O	0.0	8	0.2	5
O=C(c1nc2sccn2c1CN1CCCC(CN2CCCCC2)C1)N1CCCC1 (centres undefined)	0.9	-2	-0.1	2
O=C(CC(C(=O)O)N1CCOCC1)Nc1ccc(Cl)cc1 (centres undefined)	0.1	6	-0.2	-1
Cc1ccc(/C=C/C(=O)O)cc1S(=O)(=O)N1CCCCCC1	1.3	2	0.0	6
COc1ccc(CCNC(=O)c2c(-c3c(Cl)cccc3Cl)noc2C)cc1OC	1.2	-8	0.0	10
O=C(O)CCCC(=O)Nc1ccccc1Cl	2.7	6	0.1	-2
Cc1ccc(NC(=O)C(=O)NCCOc2ccc(Cl)cc2)cc1	1.5	14	0.0	6
Cc1nnc(SCC(=O)NC2CCCC2)n1CCc1ccccc1	0.8	16	0.2	-5
COc1ccc2nc(N3CCCC(C(=O)NCc4ccc(C)cc4)C3)sc2c1 (centres undefined)	-1.1	-1	0.0	10
O=C(NCCO)c1ccc(-c2ccccc2)s1	-2.8	11	-0.1	-11
COc1ccc(-n2nc(C(=O)NCC(=O)Nc3ccc(F)cc3F)c3ccccc3c2=O)c(OC)c1	2.4	10	0.0	-11
COc1cc(NS(=O)(=O)c2cc3c(cc2C)N(C)CCO3)cc(OC)c1	0.3	15	0.0	7
Cc1ccc2c(C)c(C(=O)Nc3ccc(S(N)(=O)=O)cc3)oc2c1	1.6	15	0.0	10
C[C@H](NC(N)=O)C(=O)Nc1ccc(F)c([N+](=O)[O-])c1	-1.1	-9	-0.1	-11
S=c1[nH]nc(Cc2cccs2)n1C1CC1	1.0	6	0.0	10
CC(/C=N/NC(=O)CCc1n[nH]c(=O)[nH]c1=O)c1ccccc1 (centres undefined)	0.8	7	0.1	0
Cc1cc(=O)nc2c3ccccc3n(C(C)C(=O)NC3CCN(Cc4ccccc4)CC3)n12 (centres undefined)	-0.7	1	-0.1	0
CC(C)CC(=O)NC(NCc1cccnc1)C(Cl)(Cl)Cl (centres undefined)	-1.0	-1	-0.3	-4
CCOc1ccc(NC(=O)CSC2=C(C#N)C(c3ccco3)C(C(=O)Nc3ccccc3)=C(C)N2)cc1 (centres undefined)	5.0*	3	0.1	21
CCCCOC(=O)Nc1ccc(S(=O)(=O)Nc2nccs2)cc1	-0.8	12	-0.1	2
Oc1ccc(-c2nc(-c3ccc(-c4ccccc4)cc3)c(-c3ccc(-c4ccccc4)cc3)[nH]2)cc1	-0.7	11	0.1	9

Filtered by structure: those above with fluorine
SMILES	GPR151 ag	MITF primary	FBW7 activator	TEAD-YAP inh
COCCN(C(=S)Nc1ccc(F)c(Cl)c1)C(C)c1cccnc1 (centres undefined)	2.3	-4	-0.1	-5
CC1(/[N+]([O-])=C/c2ccc(F)cc2)CCCCC1=O (centres undefined)	0.5	5	-0.2	3
COC(=O)c1ccc(OC(=O)c2ccc(F)cc2)c(OC)c1	2.0	3	0.2	-3
COc1ccc(-n2nc(C(=O)NCC(=O)Nc3ccc(F)cc3F)c3ccccc3c2=O)c(OC)c1	2.4	10	0.0	-11
C[C@H](NC(N)=O)C(=O)Nc1ccc(F)c([N+](=O)[O-])c1	-1.1	-9	-0.1	-11

The listing picks up, starting two compounds before the break.
SMILES	GPR151 ag	MITF primary	FBW7 activator	TEAD-YAP inh
CCCCOC(=O)Nc1ccc(S(=O)(=O)Nc2nccs2)cc1	-0.8	12	-0.1	2
Oc1ccc(-c2nc(-c3ccc(-c4ccccc4)cc3)c(-c3ccc(-c4ccccc4)cc3)[nH]2)cc1	-0.7	11	0.1	9
COc1ccc(C2=N/C(=C/c3cc(Br)c(OC(C)=O)c(OC)c3)C(=O)O2)cc1	-1.0	-4	0.1	-2
C/C(Cn1nnc([N+](=O)[O-])n1)=N/NC(=O)COc1ccccc1Cl	-0.3	-4	0.0	0
COc1ccc(S(=O)(=O)NCC2CCCO2)cc1I (centres undefined)	-0.4	9	0.2	1
Cc1sc2ncnc(Oc3ccccc3C#N)c2c1C	-0.6	5	-0.1	6
COc1ccc([N+](=O)[O-])cc1NC(=O)COc1ccc(Br)cc1Cl	-0.1	-11	-0.2	-3
N#C/C(=C\c1ccc(OCc2ccccc2F)cc1)C(N)=O	-1.7	-5	0.0	-10
Cc1ccc(C2C(=O)N(C3CCCCC3)CC(=O)N2CCc2ccccc2)cc1 (centres undefined)	1.9	2	0.0	-54
Cc1cc2nc3c(nc2cc1Cl)-c1ccccc1C3=O	-0.6	7	0.3	-39
Cc1ccc(N(C(=O)CC(C)C)C2C=CS(=O)(=O)C2)cc1Cl (centres undefined)	0.0	0	-0.1	-4
COc1ccccc1N(CC(=O)O)S(=O)(=O)c1ccccc1F	-0.3	4	0.0	9
Cn1nc(CC(=O)Nc2ccccc2C(=O)O)c2ccccc2c1=O	-0.1	0	-0.1	0
Cc1ccc(NC(=O)C2C3C=CC4(O3)C2C(=O)N(CCN2CCOCC2)C4C(=O)NC2CCCCC2)cc1C (centres undefined)	-0.7	7	0.2	5
COc1cccc(-c2cnn3ccc(NCc4cccnc4)nc23)c1	1.9	-8	-0.7	1
CCc1ccc(C2C(C(=O)OCc3ccccc3)=C(C)NC3=C2C(=O)CC(C)(C)C3)cc1 (centres undefined)	-1.3	11	0.1	6
CCOc1cccc2c1OC1(C)C(C(=O)Nc3ccc(C)cc3C)C2NC(=S)N1c1ccc(F)cc1 (centres undefined)	-0.3	39	-0.1	-4
COc1ccc(C(=O)N2CCN=C2c2ccccc2)cc1OC	0.6	-3	0.0	-5
Cc1ccc(NC(=O)CCCCCN2C(=O)c3ccccc3C2=O)c(Br)c1	-1.0	-14	0.0	-6
Cc1ccc([N+](=O)[O-])cc1S(=O)(=O)N1CCn2cccc2C1c1ccc(Cl)cc1 (centres undefined)	-0.3	19	-0.2	5
COc1ccc(C2CC(=O)C3=C(C2)NC(=O)CC3c2cccc(OC)c2OC)cc1OC (centres undefined)	0.1	3	-0.1	-8
COC(=O)c1ccc(N2CCCCC2)c(N)c1	-1.5	15	-0.1	-54
CCOC(=O)N1CCN(c2ccccc2)CC1	0.6	0	0.0	2
CCCC(=O)Nc1ccc(NC(=O)c2cccc(OC)c2)nc1	-3.3	8	0.1	-44

Retrieved one by one from the entries so far:
SMILES	GPR151 ag	MITF primary	FBW7 activator	TEAD-YAP inh
Cc1ccc(C2C(=O)N(C3CCCCC3)CC(=O)N2CCc2ccccc2)cc1 (centres undefined)	1.9	2	0.0	-54
Cc1sc2ncnc(Oc3ccccc3C#N)c2c1C	-0.6	5	-0.1	6
CCc1ccc(C2C(C(=O)OCc3ccccc3)=C(C)NC3=C2C(=O)CC(C)(C)C3)cc1 (centres undefined)	-1.3	11	0.1	6
Cc1ccc(NC(=O)CCCCCN2C(=O)c3ccccc3C2=O)c(Br)c1	-1.0	-14	0.0	-6
Cc1ccc([N+](=O)[O-])cc1S(=O)(=O)N1CCn2cccc2C1c1ccc(Cl)cc1 (centres undefined)	-0.3	19	-0.2	5
